Assay outcomes: PubChem, several laboratories
GLD-1 TGE inh: GLD-1-TGE RNA interaction inhibition (C. elegans). Q17339. hit rate 0.44% among 320,000. AID 2280. purified GLD-1 + fluorescein TGE RNA, fluorescence polarization. inhibition, % at 5.96 µM;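 active = percent inhibition above a per-plate cutoff, the plate mean of test compounds plus 3 SD, cut at about 30% in these data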;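 also: 0% = DMSO wells with GLD-1 and probe and 100% = wells lacking GLD-1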
Fam108B inh: blocks mouse Fam108B hydrolase in RBBP9 counter-screen | recombinant Fam108B, FP-Rh probe fluorescence polarization | hit rate 0.33% among 300,000 | inhibition, % at 9.51 µM;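 active = inhibition above the screen mean inhibition plus 3 SD, computed separately per campaign, cut at about 18% in these data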;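 also: inhibitors lower polarization as less probe binds the enzyme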
MEX-5 binding: C. elegans MEX-5 TCR-2 RNA binding activity | hit rate 0.38% among 300,000 | AID 1832 | MEX-5/FITC-TCR2 RNA binding, fluorescence polarization; stronger effect = lower value | activity score (negative = inhibition of binding), % at 10 µM;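 active = inhibition past about -25% in most replicates, and total fluorescence under double the plate's negative control median, limit read from the data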;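 also: 0% = DMSO and -100% = 5 µM competing unlabeled TCR2 RNA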
PAD4 FP inh: PAD4 (human) enzyme inhibition | Q9UM07 | recombinant PAD4, RCA probe fluorescence polarization | inhibition, % at 6.36 µM | hit rate 0.41% among 330,000 | AID 485272;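 active = percent inhibition above a cutoff equal to the mean of all tested compounds plus 3 SD, cut at about 15% in these data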;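 also: 0% = PAD4 with RCA probe and DMSO and 100% = probe without PAD4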
PME-1 primary: blocks human protein phosphatase methylesterase 1. Q9Y570. inhibition, % at 5.9 µM. recombinant PME-1, FP-Rh probe fluorescence polarization. AID 2130. hit rate 0.53% among 320,000;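 active = inhibition above the campaign mean of all compounds plus 3 SD, cut at about 26% in these data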;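 also: competitive labeling of PME-1 active site by serine hydrolase directed probe; 0% = PME-1 with DMSO and 100% = wells lacking PME-1 enzyme; inhibitors block probe labeling so polarization falls and inhibition rises; many of its hits are not listed in these tables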
BCLXL inh: inhibitors of human Bcl-xL | AID 2129 | inhibition, % at 10.9 µM | GST-Bcl-xL / FITC-Bim BH3 peptide fluorescence polarization | Q07817 | hit rate 0.7% among 320,000;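 active = inhibition above the mean of all tested compounds plus 3 SD, cutoff set per campaign, cut at about 30% in these data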;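 also: 0% = DMSO wells and 100% = unlabeled Bim-BH3 peptide competitor; inhibitors lower millipolarization by displacing the labeled peptide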
Target sequence (Q07817 whole entry, looked up): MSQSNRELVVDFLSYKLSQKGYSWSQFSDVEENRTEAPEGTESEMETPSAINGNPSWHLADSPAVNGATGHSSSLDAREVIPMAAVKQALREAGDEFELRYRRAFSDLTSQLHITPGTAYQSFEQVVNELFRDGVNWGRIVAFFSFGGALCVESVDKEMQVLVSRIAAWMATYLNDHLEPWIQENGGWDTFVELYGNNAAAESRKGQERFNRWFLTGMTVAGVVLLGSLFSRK
MCL1-BIM inh: MCL1-BIM-BH3 interaction inhibition (human); GST-MCL1 / FITC-Bim-BH3 fluorescence polarization; AID 2057; inhibition, % at 10.9 µM; hit rate 0.68% among 320,000; Q07820;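 active = inhibition above the mean inhibition of all tested compounds plus 3 SD, set per campaign, cut at about 40% in these data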;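 also: 0% = DMSO wells and 100% = unlabeled Bim-BH3 peptide control; higher means more loss of mP so more displacement of Bim peptide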
Target sequence (Q07820 whole entry, looked up): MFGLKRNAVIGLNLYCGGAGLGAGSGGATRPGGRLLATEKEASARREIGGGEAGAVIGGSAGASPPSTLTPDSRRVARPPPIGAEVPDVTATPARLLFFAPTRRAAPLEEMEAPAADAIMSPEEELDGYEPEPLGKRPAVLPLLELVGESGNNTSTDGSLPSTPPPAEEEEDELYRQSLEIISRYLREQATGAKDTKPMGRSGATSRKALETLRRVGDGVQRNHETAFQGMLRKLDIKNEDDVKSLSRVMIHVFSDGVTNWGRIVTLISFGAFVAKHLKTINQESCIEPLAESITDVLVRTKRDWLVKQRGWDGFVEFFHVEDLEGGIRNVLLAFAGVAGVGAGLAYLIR
TPT1 inhibitor: blocks Candida albicans tRNA 2'-phosphotransferase; recombinant caTPT1, FP RNA substrate dephosphorylation; inhibition, % at 5 µM; hit rate 0.81% among 300,000;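 active = inhibition above the mean of all tested compounds plus 3 SD, set per screening campaign, cut at about 24% in these data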;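 also: plate controls were DMSO alone for no effect and ferristatin control at 100 nM for full effect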
GSTO1 counter: GSTO1 inhibition, counter-screen for RBBP9 inhibitors | hit rate 1.1% among 300,000 | recombinant GSTO1, activity-based probe fluorescence polarization | inhibition, % at 5.96 µM | AID 1974;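 active = inhibition above the campaign mean inhibition plus 3 SD, cut at about 35% in these data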;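 also: 0% = GSTO1-1 with DMSO and 100% = wells lacking GSTO1-1 enzyme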
Target sequence (P78417 whole entry, looked up): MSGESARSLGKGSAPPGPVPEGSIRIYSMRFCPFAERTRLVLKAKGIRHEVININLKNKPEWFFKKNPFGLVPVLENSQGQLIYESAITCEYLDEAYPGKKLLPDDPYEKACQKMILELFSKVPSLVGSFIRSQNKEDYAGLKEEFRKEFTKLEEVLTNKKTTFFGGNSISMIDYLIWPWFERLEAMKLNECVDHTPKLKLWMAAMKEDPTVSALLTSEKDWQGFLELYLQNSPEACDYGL
* marks the source's active call; other numbers are inactive results; · = no result given.

SMILES | GLD-1 TGE inh | Fam108B inh | MEX-5 binding | PAD4 FP inh | PME-1 primary | BCLXL inh | MCL1-BIM inh | TPT1 inhibitor | GSTO1 counter
O=C(COC(=O)c1ccccn1)c1cccc(Br)c1 | -1 | -4 | -0.7 | -15 | -5 | -5 | -5 | 2 | 2
Cc1ccc(Cl)cc1Nc1nc(N2CCOCC2)nc(N2CCOCC2)n1 | -2 | 0 | -2.4 | -3 | 0 | -2 | -1 | -2 | 0
NC(=O)[C@H]1CC2(CC(c3cccc(NC(=O)CC(c4ccccc4)c4ccccc4)c3)=NO2)CN1C(=O)CC(c1ccccc1)c1ccccc1 (some centres not stated) | -9 | -44 | 5.5 | -5 | -51 | 1 | -9 | 3 | -26
NC(=O)c1cc(S(=O)(=O)NCCc2ccc(S(N)(=O)=O)cc2)cs1 | 7 | 2 | -1.1 | 5 | -1 | 6 | 6 | -1 | 1
O=C(COC(=O)c1cc([N+](=O)[O-])ccc1N1CCOCC1)Nc1cc(F)ccc1F | 5 | 0 | -0.2 | -1 | 4 | -3 | -5 | -2 | 0
CCOC(=O)COc1ccc2c(=O)c(-c3ccc(OC)c(OC)c3)c(C(=O)OCC)oc2c1 | 7 | 4 | 2.8 | 2 | -6 | 4 | 0 | -2 | -7
Cn1cnc2c1c(=O)n(Cc1ccc(F)cc1Cl)c(=O)n2C | 5 | 1 | -2.4 | -2 | 1 | -2 | 15 | 4 | -1
Cc1ccc(/C=C/C(=O)NCc2ccc3c(c2)OCO3)o1 | -2 | 1 | -0.5 | 2 | -4 | 2 | 13 | -1 | 3
CN1C2CCC1CC(NS(=O)(=O)c1ccc(C#N)cc1)C2 (configuration not stated) | -7 | 0 | 3.7 | -4 | 0 | -1 | 3 | 1 | 3
COc1ccc(NC(=O)c2cc(-c3ccccc3OC)on2)cc1 | 4 | -4 | -2.0 | 1 | -24 | 2 | 0 | -1 | -7
CCOC(=O)C1(Cc2cccc(OC)c2)CCCN(C(=O)CCc2cccnc2)C1 (configuration not stated) | 6 | 1 | 1.1 | -5 | 1 | 2 | 5 | -4 | 2
CC(C)NC(=O)CCc1nnc(Cc2cccc(C(F)(F)F)c2)o1 | 8 | -2 | -0.9 | -4 | -3 | 0 | -3 | -5 | 12
CCSc1nnc(NC(=O)c2ccc3ccccc3n2)s1 | -1 | 3 | 0.0 | 0 | -53 | -1 | 7 | 2 | 0
C=CCn1c(=O)n2ncnc2c2c3c(sc21)CCCC3 | -1 | 0 | · | 0 | 3 | 7 | 11 | 3 | 6
COc1cc(NC(=O)c2cccs2)ccc1NC(=O)c1ccco1 | 0 | -9 | 0.2 | 0 | -2 | 1 | 1 | 5 | -2
Cc1nn(C(C)(C)C)c(OC(=O)c2ccco2)c1Sc1ccccc1 | 6 | 1 | -0.2 | 0 | 2 | 0 | 1 | 0 | -5
O=C(Nc1cccc(-c2cnc3ccccc3n2)c1)c1cccc(NC(=O)c2ccco2)c1 | 0 | -23 | 0.8 | -7 | -31 | 3 | 3 | 2 | -36
COC(=O)[C@H](CCSC)NC(=O)Nc1cc(OC)cc(OC)c1 | -5 | 0 | -1.1 | -1 | -2 | 2 | 1 | -3 | 3
CN(C)C(=O)NCc1ccc(S(N)(=O)=O)cc1 | 7 | 4 | 0.3 | 3 | -5 | 3 | 6 | -1 | 10
O=C(CN(c1ccc2c(c1)OCCO2)S(=O)(=O)c1ccccc1)NCc1ccc(Cl)cc1 | 4 | 1 | -2.7 | -4 | 0 | 0 | -2 | -2 | 3
COc1ccc2oc(C(=O)OCC(=O)/C(C#N)=C(\C)N)c(C)c2c1 | 0 | -2 | -0.5 | -1 | -1 | 1 | 4 | 1 | 5
COc1ccccc1Nc1nn2c(=O)c3ccc(C(=O)NCc4cccnc4)cc3nc2s1 | 6 | -3 | -0.7 | 3 | -2 | -2 | 1 | -2 | 3
CCc1ccc(NC(=O)CSc2nnc(-c3cnccn3)n2Cc2ccco2)cc1 | 10 | -1 | 1.8 | -2 | 3 | -1 | 1 | 1 | -8
COC(=O)c1cccc(NC(=O)CN2C(=O)c3ccccc3C2=O)c1 | 2 | 0 | 0.3 | 0 | -8 | 5 | 6 | -2 | 3
O=C(Cn1[nH]c(=O)c2ccccc2c1=O)OCC(=O)c1ccccc1 | 6 | · | · | 2 | 0 | -2 | 5 | · | ·
C=C(C)C(=O)Oc1ccc(N2C(=O)CCC2=O)cc1 | -5 | -1 | -1.8 | 2 | 6 | 0 | -4 | 2 | 14
CCS(=O)(=O)N1Cc2ccccc2CC1C(=O)Nc1ccc(NC(C)=O)cc1 (configuration not stated) | 2 | -1 | -2.1 | 0 | -4 | -7 | -11 | 1 | -6
O=C(Cn1c(=O)c(=O)n(Cc2ccccc2)c2ccc(Cl)cc21)NCC1CCCO1 (configuration not stated) | 0 | -2 | 4.3 | -3 | 2 | -1 | 0 | 1 | 2
Cc1ccc2nc(NC(=O)c3cccc(-c4cc5ccccc5oc4=O)c3)sc2c1 | 7 | -47 | -2.3 | -2 | -14 | -1 | 1 | -2 | 0
CCCN1C(=O)C(NC(=O)c2ccncc2)(C(F)(F)F)C2=C1CC(C)(C)CC2=O (configuration not stated) | 5 | 0 | 2.1 | -2 | -2 | -7 | -7 | -5 | 6

Next section, overlapping the part above by two compounds.
SMILES | GLD-1 TGE inh | Fam108B inh | MEX-5 binding | PAD4 FP inh | PME-1 primary | BCLXL inh | MCL1-BIM inh | TPT1 inhibitor | GSTO1 counter
Cc1ccc2nc(NC(=O)c3cccc(-c4cc5ccccc5oc4=O)c3)sc2c1 | 7 | -47 | -2.3 | -2 | -14 | -1 | 1 | -2 | 0
CCCN1C(=O)C(NC(=O)c2ccncc2)(C(F)(F)F)C2=C1CC(C)(C)CC2=O (configuration not stated) | 5 | 0 | 2.1 | -2 | -2 | -7 | -7 | -5 | 6
CC(=O)c1ccc(-n2ccc(=O)cc2)cc1 | 0 | 1 | -0.5 | 2 | 2 | 3 | 0 | -2 | 7
C[C@@H]1NC(=O)c2cc([N+](=O)[O-])cc(I)c2OCC[C@@H](C(N)=O)NC(=O)[C@H](CCCCN)NC1=O | 5 | -5 | -1.2 | -5 | 0 | 7 | 13 | -2 | -8
O=C(Nc1ccccc1-c1ccccc1)c1ccc(Br)o1 | 1 | 3 | -1.5 | -11 | -4 | 0 | -1 | 9 | -5
N#Cc1c(=O)c2nc(NCCCO)ncc2n2c(=O)c3ccccc3[nH]c12 | 0 | 7 | 2.0 | -9 | 9 | 14 | 13 | -2 | -8
O=C(OCC(=O)N1CCN(C(=O)c2ccco2)CC1)c1ccccc1O | 0 | 0 | -1.7 | 2 | 2 | 10 | 6 | -9 | 0
O=C(Nc1ccc(F)cc1)c1cccnc1NCCc1ccccc1 | -4 | 5 | 3.2 | 11 | -11 | 2 | 6 | -2 | -5
Nn1c(Cc2cccc3ccccc23)nnc1SCCOc1ccc(Br)cc1 | 3 | -9 | -1.6 | -3 | -8 | -7 | -16 | 0 | -3
COc1cc(OC)c(C(=O)NCc2cccnc2)cc1OC | 0 | -1 | 1.9 | 5 | 2 | 8 | 2 | 1 | -7
CC1CCN(C(=O)c2ccc(S(=O)(=O)Cc3cc(F)ccc3F)c([N+](=O)[O-])c2)CC1 | -4 | 6 | 0.2 | 2 | 2 | 1 | 7 | 1 | -1
CSc1nncn1/N=C/c1ccccc1F | 2 | 0 | 1.0 | -7 | 9 | 0 | 5 | -2 | 1
Cc1nn(Cc2ccc([N+](=O)[O-])cc2)c(=O)n1-c1ccccc1Cl | -2 | -5 | -0.8 | 6 | -9 | 3 | -5 | -4 | 2
Cn1c(=O)oc2cc(S(=O)(=O)N3CCCC(C(=O)Nc4nccs4)C3)ccc21 (configuration not stated) | 6 | -2 | -1.3 | 4 | -1 | 1 | -4 | -4 | 6
CC(OC(=O)c1cc(O)c2ccccc2c1O)C(=O)Nc1ccc(C(N)=O)cc1 (configuration not stated) | 21 | 7 | -4.1 | 2 | -8 | 28 | 32 | -1 | 48*
CN1C(=O)Nc2cccc3cccc1c23 | 2 | -2 | 1.3 | -6 | -8 | 1 | 7 | 4 | 25
COc1ccc(NC(=O)Nc2cnccn2)cc1OC | 2 | 2 | 1.4 | 1 | 3 | 3 | 5 | -1 | -5
COc1ccccc1NS(=O)(=O)c1cc(NC(=S)NCCN2CCOCC2)ccc1N1CCOCC1 | -1 | 4 | 0.4 | -1 | -1 | 14 | 20 | 0 | -3
COc1ccc(C(C(=O)NC(C)(C)C)N(CC2CCCO2)C(=O)CCC(=O)Nc2cc(C)on2)cc1 (configuration not stated) | -6 | -1 | -0.6 | -3 | 1 | -2 | -6 | 0 | 11
Cc1cc(C)cc(NC(=S)/N=C(\N)Nc2nc(C)c3ccccc3n2)c1 | -6 | -9 | 2.5 | -3 | -6 | 6 | 10 | 1 | -3
COc1cc(C2Nc3ccccc3NC3=C2C(=O)CC(C)(C)C3)cc(OC)c1OC (configuration not stated) | 1 | 1 | 1.1 | 4 | 0 | 8 | 15 | 0 | 7
CCOC(=O)N1CCC2(CC1)CC(=O)c1cc(O)ccc1O2 | 1 | -6 | -3.4 | 0 | -1 | -1 | -4 | 1 | 1
COC(=O)c1ccccc1NC(=O)c1ccc(Cn2cc(Cl)cn2)o1 | 2 | 1 | -0.6 | -4 | 4 | 3 | -5 | 3 | -4
CC(=O)N(C)c1ccc(NC(=S)NCC(C)C)cc1 | -3 | -2 | 3.8 | -5 | -8 | 2 | 3 | -3 | 6
Cc1ccc(Cc2nnc(SCC(=O)Nc3ccccc3C)[nH]c2=O)cc1 | 3 | 0 | 2.0 | 1 | 5 | 2 | -4 | 2 | -9
CC(C)Cc1ccc(S(=O)(=O)N2CCCC2)cc1 | 11 | 0 | · | 0 | -2 | 1 | 3 | 7 | 8
CC(O)C(NS(=O)(=O)c1ccc(Cl)cc1)C(=O)OCc1nnc(-c2ccccc2)o1 (configuration not stated) | 0 | 1 | -0.5 | 0 | -2 | 0 | -3 | -1 | 7
COc1ccc(S(=O)(=O)N2CC3CCCN3c3cc(C(F)(F)F)ccc32)cc1 (configuration not stated) | 3 | 2 | 0.4 | -2 | 2 | 4 | 3 | 2 | -2
Cc1ccc(C)c(NC(=O)COC(=O)c2cccc(S(=O)(=O)N3CCCCC3)c2)c1 | -3 | 2 | -1.8 | -1 | -2 | -2 | -8 | -1 | 8
CCOC(=O)c1cnc(/N=C/N(C)C)s1 | 6 | -3 | -0.3 | -4 | -1 | -1 | -6 | 3 | 0
COc1ccc(C(=O)CSc2nc3ncccc3[nH]2)cc1OC | -1 | -2 | -2.0 | 1 | -9 | 3 | 2 | 3 | 8
CCc1nnc(NC(=O)CSc2ccc(-c3ccco3)nn2)s1 | -6 | 5 | 2.9 | 1 | 2 | 13 | 22 | 3 | 36*
NNC(=O)c1cc2c(s1)CCCCCC2 | 10 | 1 | -0.8 | -1 | -9 | 4 | 6 | -3 | 0
CCc1c(C)c2ccc(OC(C)C(=O)NC(Cc3c[nH]c4ccc(O)cc34)C(=O)O)c(C)c2oc1=O (configuration not stated) | 0 | 1 | -2.0 | 2 | -10 | -3 | 2 | -5 | 5
CC(C)C(OC(=O)c1cccs1)C(=O)NCc1cccs1 (configuration not stated) | 1 | 6 | 3.5 | 0 | 2 | -2 | -3 | 2 | -4

Not all compounds are listed; rates above refer to the full screens.
